p53 reactivation: mutant p53 re-activation in reporter cells. H1299 p53-A138V BP100-luciferase reporter, luminescence, 24 h. Potency, µM (top dose mostly 92.2 µM), inactives show top-dose activity change, positive = activation, most hits filed as activators. 320,000 tested, 0.063% active. AID 504706; also: potency is read from the fitted curve at half-maximal effect; % of control where 0% means no effect; nearly all actives have a fitted effect of over 45% in size
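H1299 (p53-null), stable ts p53-A138V + BP100-Luc; 1000 cells/well, Opti-MEM/10% FBS; cpd 4 pt, 1:5; 24 h, 37 deg C, 5% CO2; detection reagent 10 min RT; luminescence.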
Gal4-VP16 FLuc: inhibits Gal4-VP16 luciferase reporter, ROR gamma counter-screen | 310,000 tested, 3.5% active | Drosophila S2 Gal4-VP16 UAS-luciferase, luminescence, 20 h | Potency, µM (top dose mostly 53.6 µM), inactives show at the highest dose activity, negative = inhibition, usual class: inhibitors;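 also: Gal4-VP16 expression switched on by copper sulfate through the metallothionein promoter; potency is read from the fitted curve at half-maximal effect; % is scaled to controls: 0 for no effect and ±100 for the full control effect; nearly all actives have a fitted effect of over 50% in size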
ELG1 genotox: induces genotoxicity in HEK293T cells with luciferase-tagged ELG1. Potency, µM (doses to about 46 µM), for inactives: top-dose activity change, positive = activation, actives largely listed as activators. AID 504466. HEK293T ELG1-luciferase reporter, luminescence, 16 h. 330,000 tested, 1.3% active; also: potency is read from the fitted curve at half-maximal effect; % of control where 0% means no effect; nearly all actives have a fitted effect of over 60% in size
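Genotoxic stress is detected as increased luminescence from luciferase-tagged ELG1 in HEK293T cells, measured with ONE-Glo after a 16 hr treatment at 37 °C.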
Menin-MLL TR inh: displaces Texas Red mutant MLL peptide from human menin; O00255; Menin + Texas Red MLL mutant peptide, fluorescence polarization; Potency, µM (series often up to 61.6 µM), for inactives: top-dose FP activity change, negative = inhibition, hits mostly inhibitors; 270,000 tested, 0.23% active; AID 1768; active = well fitted inhibition curve with a large enough effect in the polarisation, with a control signal flat, not every such curve was filed as active; inconclusive = small, poorly fitted or top-dose-only effect, or effect the other way, or a change in a side signal; inactive = no such curve, though single readings can be large or run the other way; the % refers to the polarisation; also: potency is read from the fitted curve at half-maximal effect; % of control where 0% means no effect; many of its hits are not listed in these tables
PKM2 act: increases activity of human pyruvate kinase M2; Potency, µM (top dose mostly 57.5 µM), for the others: top-dose activation, hits mostly activators; 260,000 tested, 0.34% active; purified PKM2, Kinase-Glo ATP luminescence, activation; response scale: 0% is enzyme alone, no compound; AID 1631; also: potency is read from the fitted curve at half-maximal effect; % is scaled to controls: 0 for no effect and ±100 for the full control effect; nearly all actives have a fitted effect of over 55% in size
Target sequence (P14618 whole entry, looked up): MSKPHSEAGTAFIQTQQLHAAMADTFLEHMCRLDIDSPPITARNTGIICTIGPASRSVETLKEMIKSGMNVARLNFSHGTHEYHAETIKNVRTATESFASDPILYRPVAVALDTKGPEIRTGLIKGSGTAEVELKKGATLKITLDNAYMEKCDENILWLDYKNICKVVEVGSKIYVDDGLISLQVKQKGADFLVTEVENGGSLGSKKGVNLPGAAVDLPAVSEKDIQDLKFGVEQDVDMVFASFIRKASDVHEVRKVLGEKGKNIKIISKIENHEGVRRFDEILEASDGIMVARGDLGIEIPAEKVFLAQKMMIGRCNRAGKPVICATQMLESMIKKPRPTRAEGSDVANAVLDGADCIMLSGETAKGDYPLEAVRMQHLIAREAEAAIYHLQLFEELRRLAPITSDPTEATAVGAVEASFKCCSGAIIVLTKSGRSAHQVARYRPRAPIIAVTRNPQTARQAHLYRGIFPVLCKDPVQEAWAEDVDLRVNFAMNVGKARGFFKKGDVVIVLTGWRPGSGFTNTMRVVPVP
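hPK-M2, >95% pure; 0.1 mM ADP / 0.5 mM PEP final; imidazole pH7.2 buffer w/ 7 mM MgCl2, 50 mM KCl; 1 h RT; Kinase-Glo lum. Intermediate enzyme activity for dual inhibitor/activator qHTS.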
RORgamma inh: ROR gamma (mouse) transcription inhibition; P51450; Drosophila S2 Gal4-RORgamma UAS-luciferase reporter, 20 h; 310,000 tested, 5.4% active; Potency, µM (titrated, usually from 53.6 µM), without a hit: at the highest dose activity change, negative = inhibition, most hits filed as inhibitors; also: potency is read from the fitted curve at half-maximal effect; % is scaled to controls: 0 for no effect and ±100 for the full control effect; nearly all actives have a fitted effect of over 60% in size
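Using a luciferase readout, inhibitors were identified by reduced reporter activity in Drosophila cells coexpressing a copper-inducible Gal4–ROR gamma fusion and UAS-driven Photinus luciferase, incubated 20 hr after 700 uM copper sulfate.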
NPC1 prom act: activators of NPC1 promoter. Huh7 NPC1 promoter luciferase reporter, 24 h. Potency, µM (series often up to 9.22 µM), for inactives: top-dose activation, most hits filed as activators. AID 485313. 320,000 tested, 2.4% active;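 also: potency is read from the fitted curve at half-maximal effect; % of control where 0% means no effect; nearly all actives have a fitted effect of over 60% in size; reporter is driven by a mutant NPC1 promoter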
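Luciferase expression driven by the NPC1 promoter was measured in stably transfected Huh7 cells after a 24 h compound incubation, using a luciferase reagent and a luminescence read.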
Giardia killer: kills Giardia lamblia; Giardia lamblia trophozoite viability; activity change, % at 7.66 µM, hits read low; 340,000 tested, 0.15% active; in the data active = activity change below about -80%; inconclusive = between about -30% and that limit;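 also: parasites exposed to compound for two days anaerobically before the ATP read; % is scaled to controls: 0 for no effect and ±100 for the full control effect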
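Trophozoite viability was measured as ATP-dependent luminescence, read 15-30 min after reagent addition. Before that, parasites at 100 cells/well were exposed to compounds for 48 h, anaerobically, at 37 deg C.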
FLuc counter: firefly luciferase modulation, counter-screen for miR-21 project | P08659 | purified FLuc, Km substrates, luminescence inhibition | Potency, µM (titrated, usually from 57.5 µM), for inactives: at the top dose activity change, negative = inhibition, actives largely listed as inhibitors | 360,000 tested, 6.9% active | AID 588342;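 also: potency is read from the fitted curve at half-maximal effect; plate controls were vehicle for no effect and reference inhibitor for full effect; nearly all actives have a fitted effect of over 55% in size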
Target sequence (P08659 whole entry, looked up): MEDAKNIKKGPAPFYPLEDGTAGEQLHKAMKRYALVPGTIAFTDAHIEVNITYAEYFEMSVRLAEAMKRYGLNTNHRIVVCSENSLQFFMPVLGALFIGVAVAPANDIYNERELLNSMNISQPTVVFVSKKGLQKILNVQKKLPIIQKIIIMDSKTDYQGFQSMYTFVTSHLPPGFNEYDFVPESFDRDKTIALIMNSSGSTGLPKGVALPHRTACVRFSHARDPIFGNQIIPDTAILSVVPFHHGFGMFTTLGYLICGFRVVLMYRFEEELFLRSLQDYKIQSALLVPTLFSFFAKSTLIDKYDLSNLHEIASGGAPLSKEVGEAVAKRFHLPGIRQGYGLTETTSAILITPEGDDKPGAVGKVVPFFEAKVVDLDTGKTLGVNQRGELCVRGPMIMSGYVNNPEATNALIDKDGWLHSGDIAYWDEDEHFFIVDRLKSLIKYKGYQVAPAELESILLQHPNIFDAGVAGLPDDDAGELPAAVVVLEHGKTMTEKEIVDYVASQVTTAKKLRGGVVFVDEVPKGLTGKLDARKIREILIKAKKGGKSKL
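Purified P. pyralis luciferase, 10 nM final, with Km-level 10 uM D-luciferin and 10 uM ATP in 50 mM Tris acetate pH 7.5, 10 mM Mg acetate, 0.01% Tween-20, 0.05% BSA; 6-point qHTS titration about 60 µM downward; luminescence read.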
BRCA1 expr act: activators of BRCA1 expression; Potency, µM (series often up to 46.1 µM), for inactives: at the top dose activation, actives largely listed as activators; 380,000 tested, 1.1% active; MCF7-BRCA1-FFLuc reporter, luminescence, 48 h; response scale: scaled: vehicle 0%, 10 µM genistein 100%; AID 624202; also: potency is read from the fitted curve at half-maximal effect; nearly all actives have a fitted effect of over 80% in size; some results filed as inactive show a strong effect at the top dose
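Compounds are tested at multiple concentrations on MCF7 BRCA1-luciferase reporter cells seeded at 2000 per well; after 48 h, a single luminescence end-point is taken and curves fitted to the normalized data.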
Rab9 promoter act: activates the Rab9 promoter; Huh7 Rab9 promoter-luciferase reporter, luminescence, 24 h; Potency, µM (top dose mostly 9.22 µM), for the others: at the highest dose activation, negative = inhibition, actives largely listed as activators; 320,000 tested, 2.8% active; AID 485297; also: potency is read from the fitted curve at half-maximal effect; % of control where 0% means no effect; nearly all actives have a fitted effect of over 60% in size
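Steps: seed 1500 Huh7 Rab9-luc cells per well, rest 2 h at 37 °C; add compound in DMSO; incubate 24 h; add luciferase reagent, 10 min ambient; read luminescence.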
Numbers without * were called inactive; ? = inconclusive; nt = no result given; [ ] = another dose, or the depositor's remark. Unless noted, calls follow the shape of the dose curve; as a rule, active = well fitted curve in the direction sought with a large enough effect; inconclusive = small, poorly fitted or top-dose-only effect, or another doubt; inactive = no such curve, though single readings can be large; an effect the other way counts as inactive or inconclusive.

item	Structure	p53 reactivation	Gal4-VP16 FLuc	ELG1 genotox	Menin-MLL TR inh	PKM2 act	RORgamma inh	NPC1 prom act	Giardia killer	FLuc counter	BRCA1 expr act	Rab9 promoter act
1	CCc1ccc(N2CC(C(=O)Nc3nc4ccc(S(C)(=O)=O)cc4s3)CC2=O)cc1 (configuration not stated)	-2%	-4%	-8%	28%	nt	11%	0%	2	?	-11%	-1%
2	COc1ccc(OCCN2C(=O)NC3(CCc4ccccc4C3)C2=O)cc1 (configuration not stated)	6%	-5%	1%	6%	1%	4%[10 µM]	-1%	-12	1%	16%	-2%
3	COCCNC(=S)N/N=C(\C)c1ccccc1O	?	0.45µM*	5%	9%	-1%	0.2µM*	25%	?	17µM*	?	0%
4	COc1ccc(CN2CCn3ncc(C(=O)Nc4ccccc4)c3C2=O)cc1	18%	1%	0%	-9%	-3%	34%	?	-24	-9%	86%	?
5	CCN(CC)CCOC(=O)c1cccc(Br)c1	5%	-22%	3%	8%	-1%	-27%	0%	14	1%	4%	-5%
6	O=C(N/N=C/c1ccc([N+](=O)[O-])cc1)c1cc(C2CC2)[nH]n1	-4%	16%	8%	nt	4%	-12%	2%	-8	7%	25%	-4%
7	Cc1cccc(C)c1NC(=O)COn1nnc2ccc(C(F)(F)F)cc21	-9%	3%	-2%	-1%	1%	-10%	-2%	-5	-2%	-5%	-1%
8	CCOC(=O)/C=c1\s/c(=C\c2c(OCC)ccc3ccccc23)c(=O)n1CC(=O)NCC1CCCO1 (configuration not stated)	-7%	-3%	-6%	nt	3%	12%	-2%	-13	-2%	-56%	-5%
9	Cc1nc2ccccc2nc(C)c1=NOCc1cccc(Cl)c1	7%	22%	-2%	2%	2%	17%	-2%	-4	-7%	-16%	0%
10	CCOc1ccc(-c2c(=O)n(OCc3nc4ccccc4[nH]3)c3ccccc3[n+]2[O-])cc1	12%	-1%	-2%	nt	-1%	11%	-3%	-12	17µM*	52%	20%
11	Cc1ccccc1CCNC(=O)C1CC(O)CN1C(=O)Nc1ccccc1 (configuration not stated)	4%	-3%	0%	4%	1%	0%	1%	-11	0%	10%	1%
12	O=S(=O)(c1cc(Cl)sc1Cl)N1CCCC1	-1%	8%	2%	nt	-32%	4%	1%	16	1%	-3%	-2%
13	O=C(NN=C1CCC(c2ccccc2)CC1)c1cc2c(s1)CCCC2 (configuration not stated)	-2%	-1%	0%	-10%	-1%	-12%	0%	2	3%	-22%	2%
14	Cc1cc(C)nc(/N=C(\N)Nc2ccc(C(C)C)cc2)n1	-1%	?	-8%	nt	2%	27%	-3%	27	-2%	0%	-18%
15	CN(C)/C=C(/C(=O)c1ccc(Cl)cc1Cl)S(=O)(=O)c1ccc(Cl)cc1	3%	19%	10%	-20%	-6%	17%	-1%	11	2%	4%[1.84 µM]	0%
16	CCN1C(=O)/C(=C\c2nc3ccccc3c(=O)n2CC)c2ccccc21	-3%	5%	-4%	-15%	-7%	-14%	-5%	-2	-5%	-66%	-4%
17	O=C(Cn1cc(C(=O)c2ccco2)c2ccccc21)Nc1ccccc1F	-4%	-19%	-4%	?	-2%	35%	-1%	-24	3%	-14%	-4%
18	Cc1ccc(Oc2ncc(CN3CCOCC3)s2)cc1	?	2%	14%	-8%	0%	?	15%	5	-15%	?	27%
19	Cc1ccc2c(c1)N(CC(=O)NCCCN1CCN(C)CC1)C(=O)CO2	-3%	1%	0%	nt	nt	0%	-7%	12	3%	-27%	0%
20	CC1(C)C2CCC1(CS(=O)(=O)NC(CC(=O)O)c1cccc(Br)c1)C(=O)C2 (configuration not stated)	1%	8%	0%	5%	0%	-4%	0%	-3	1%	-10%	0%
21	Cc1nnc(Nc2ccc(Cl)cc2)s1	-5%	-11%	3%	nt	1%	2%	-5%	-2	?	19%	0%
22	CC(NC(=O)COC(=O)CNC(=O)c1ccc(-c2ccccc2)cc1)c1ccccc1 (configuration not stated)	-2%	nt	-2%	nt	nt	nt	6%	-5	17µM*	5%	9%
23	COC(=O)c1ccc(NC(=O)c2cn(-c3cccc(C)n3)cn2)cc1	2%	-1%	3%	-13%	-2%	0%	4%	5	3%	37%	0%
24	COc1ccc(N2CCN(C(C)C(=O)Nc3nnc(C)s3)CC2)cc1 (configuration not stated)	3%	5%	3%	1%	-39%	-13%	-4%	8	3%	1%	-5%
25	CC1CCCCC12NC(=O)N(CC(=O)NCC(=O)Nc1ccc(F)c(F)c1F)C2=O (configuration not stated)	4%	nt	-1%	nt	nt	nt	-2%	2	5%	7%	-3%
26	C=CCn1c(Cc2cccs2)nnc1SCC(=O)Nc1cc(OC)cc(OC)c1	-2%	3%	-5%	-3%	0%	43%	3%	-5	0%	-31%	2%
27	COc1ccccc1CNC(=O)[C@@H]1CCCN1C(=O)C1CCN(S(=O)(=O)c2ccc(C)cc2)CC1	-2%	-23%	-5%	-8%	20%	?	-2%	-7	3%	-15%	0%
28	NS(=O)(=O)c1ccc(Cc2ncc(C(F)(F)F)cc2Cl)s1	3%	21%	-2%	-1%	0%	-18%	-1%	-5	-1%	-8%	-5%
29	O=C(Cn1c(=O)n(-c2cccc(C(F)(F)F)c2)c(=O)c2sccc21)NCC1CCCO1 (configuration not stated)	-5%	1%	1%	2%	-11%	-14%	1%	-13	-3%	0%	4%
30	c1ccc(COc2ccc(OCCOCCn3cncn3)cc2)cc1	?	-15%	5.2µM*	-3%	-2%	?	1.4µM*	-19	8.5µM*	?	1.3µM*

Arranged by the number under p53 reactivation (lowest first): three of the compounds above.
entry | compound | p53 reactivation
7 | Cc1cccc(C)c1NC(=O)COn1nnc2ccc(C(F)(F)F)cc21 | -9%
11 | Cc1ccccc1CCNC(=O)C1CC(O)CN1C(=O)Nc1ccccc1 (configuration not stated) | 4%
9 | Cc1nc2ccccc2nc(C)c1=NOCc1cccc(Cl)c1 | 7%

Later entries.
item	Structure	p53 reactivation	Gal4-VP16 FLuc	ELG1 genotox	Menin-MLL TR inh	PKM2 act	RORgamma inh	NPC1 prom act	Giardia killer	FLuc counter	BRCA1 expr act	Rab9 promoter act
31	O=C(Cn1[nH]c(=O)c2ccccc2c1=O)NCC1COc2ccccc2O1 (configuration not stated)	9%	nt	2%	nt	nt	nt	-2%	-28	-1%	3%	-6%
32	CCC(=O)N1CCc2cc(S(=O)(=O)CCC(=O)Nc3ccc(C(C)=O)cc3)ccc21	3%	3%	1%	nt	nt	-6%	0%	-15	-2%	14%	3%
33	CCOc1cc(/C=N\NC(=O)CC(=O)NCCc2ccccc2)ccc1O	8%	-2%	-1%	-9%	0%	19%	0%	0	2%	40%	-9%
34	O=C(CCSc1ccccc1Cl)Nc1cccc([N+](=O)[O-])c1	?	?	?	?	10%	?	16%	-8	?	?	22%
35	O=C(O)/C(=C\c1cccc(OCc2ccccc2)c1)c1ccc(F)cc1	-3%	1%	0%	78%[activator]	nt	-2%	0%	-3	-2%	-2%	1%
36	O=C(NCc1ccccc1)c1ccc(NC(=O)C2CCCO2)cc1 (configuration not stated)	8%	3%	?	nt	11%	10%	4%	0	?	22%	-10%
37	O=C(O)CSc1ncccn1	1%	6%	-2%	2%	1%	2%	0%	-4	-1%	4%	-9%
38	N#Cc1ccc(-c2ccc(OCC(=O)Nc3cccnc3)cc2)cc1	2%	-21%	-11%	nt	nt	15%	-7%	-19	?	-1%	-6%
39	Fc1ccc(NC(=S)N2CCc3ccccc3C2)c(F)c1	24%	?	5%	27%	3%	?	8%	-2	-25%	2%	8%

Two entries drawn at random from the list so far, as already listed:
item	Structure	p53 reactivation	Gal4-VP16 FLuc	ELG1 genotox	Menin-MLL TR inh	PKM2 act	RORgamma inh	NPC1 prom act	Giardia killer	FLuc counter	BRCA1 expr act	Rab9 promoter act
34	O=C(CCSc1ccccc1Cl)Nc1cccc([N+](=O)[O-])c1	?	?	?	?	10%	?	16%	-8	?	?	22%
39	Fc1ccc(NC(=S)N2CCc3ccccc3C2)c(F)c1	24%	?	5%	27%	3%	?	8%	-2	-25%	2%	8%

Screening data as filed in PubChem.

A portion of the library; the hit share may differ from the screen's.
